Cneo AK release: causes C. neoformans cell lysis | adenylate kinase release luminescence, 4 h; normalised: neutral wells 0, clomiphene wells 100 | lysis activity, % at 15 µM | hit rate 0.2% among 360,000;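 active = mean lysis activity across replicates of at least 80%, whatever share of replicates individually reach that level; inactive = mean lysis activity below 80%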
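Signal: Adenylate kinase release luminescence | Assay system: Log-phase Cryptococcus neoformans yeast cells | Input: Cells at 5 × 10^6 per mL | Buffer or medium: Fresh YPD growth medium | Compound: Single dose | Schedule: Static 4 h at 37 °C with compound, 1 h detection | Controls: Clomiphene | Read-out: Luminescence rise reflecting yeast cell lysis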
miR122 inh: blocks miR-122 activity in Huh7 sensor cells; Huh7 miR-122 Renilla luciferase sensor, 48 h; neutral wells = 0, positive control = 100; activation (reporter increase), % at 12.5 µM; hit rate 0.3% among 340,000;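 active = mean replicate activation score at least 90 and every replicate individually at or above 90; inconclusive = only one of the two criteria met; inactive = neither criterion met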;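 note: higher luciferase means less miR-122 activity so hits act as miR-122 inhibitors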
FN deposition inh: fibronectin deposition inhibition; hit rate 0.086% among 350,000; inhibition, % at 12.6 µM; AH1F fibroblasts, Alexa488-fibronectin deposition fluorescence, overnight; AID 743247;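 active = mean inhibition across replicates of 30% or more, regardless of how many single replicates reach that level; inconclusive = mean under 30% yet at least half of replicates reach 30%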;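 note: positive control wells lacked labelled fibronectin entirely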
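Material: AH1F fibroblast monolayer depositing Alexa488-labelled fibronectin into matrix | Input: 10000 AH1F cells/well | Medium: DMEM plus 2% serum, read in PBS | Reagent: Alexa488-fibronectin, 24 nM final in well | Compound dosing: One dose per compound, pinned | Schedule: 1 h adhesion, overnight exposure | Measured by: Fluorescence at 485 nm excitation, 525 nm emission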
EWS-Fli inh: EWS/Fli transcriptional activity inhibition | AID 651661 | inhibition, % at 12.6 µM | hit rate 0.67% among 350,000 | A673 NR0B1-luciferase reporter, viability-normalised;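 active = mean inhibition of at least 50% after viability correction, with every replicate also passing that limit; inconclusive = mean reaches 50% but only one of two replicates passes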;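 note: firefly luciferase signal divided by Alamar Blue viability fluorescence both relative to DMSO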
LGR2 inh: Drosophila LGR2 receptor signaling inhibition | inhibition, % at 9.99 µM | AID 720647 | hit rate 0.35% among 380,000 | HEK293 LGR2, CRE-luciferase, bursicon-stimulated, 4 h;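 active = drop in luminescence signal, shown as inhibition above about 50% in the replicate tests, limit read from the data, passing the limit was not always enough; inconclusive = probably only some replicates passing the limit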;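 note: agonist challenge used bursicon conditioned medium at about half maximal strength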
PGC1a acetyl inh: modulators of PGC1a acetylation; U2OS PGC1a acetylation, AlphaScreen anti-acetyl-lysine; with virally co-expressed GCN5 acetyltransferase; inhibition, % at 15.6 µM; hit rate 0.17% among 350,000; AID 651687;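 active = every replicate shows inhibition of at least 40%; inconclusive = mean inhibition at least 40% but some replicate below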;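 note: 0% = neutral control wells and 100% = positive control wells; some results beyond the cut were filed as inactive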
PAX8 reporter: lowers PAX8-driven luciferase in RMG-I cells; hit rate 1.2% among 360,000; AID 652154; inhibition, % at 12.6 µM; RMG-I TPO-luciferase reporter, SteadyGlo, 24 h;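 active = mean replicate inhibition at least 60% with every replicate also reaching 60%; inconclusive = only one of the two criteria is met; inactive = mean below 60% and not all replicates reaching 60%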;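 note: luciferase light reporting Pax8 driven TPO promoter activity; plate controls were median of neutral control wells for no effect and mitoxantrone controls for full effect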
Casp6 inh: inhibitors of human caspase-6 | hit rate 0.53% among 350,000 | inhibition, % at 12.5 µM | P55212 | purified caspase-6, Z-VEID-R110 cleavage fluorescence | AID 686996;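 active = mean inhibition across replicates at least about 35%, with every replicate also reaching that limit, limit read from the data; inconclusive = only one of the two criteria met; inactive = neither criterion met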;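 note: 0% = median of neutral control wells and 100% = no fluorescence left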
Target sequence (P55212 24-179 limits assumed): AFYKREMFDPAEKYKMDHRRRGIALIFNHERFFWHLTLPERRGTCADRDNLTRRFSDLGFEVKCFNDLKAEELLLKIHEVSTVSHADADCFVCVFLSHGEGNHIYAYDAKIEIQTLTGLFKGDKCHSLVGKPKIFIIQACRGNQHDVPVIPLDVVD
Target sequence (P55212 194-293 limits assumed): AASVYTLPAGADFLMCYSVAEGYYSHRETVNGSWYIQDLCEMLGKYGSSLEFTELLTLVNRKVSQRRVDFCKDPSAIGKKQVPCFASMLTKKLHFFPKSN
Active calls of the source: *; ? = inconclusive; / = no result given; & = joins results of further samples; [ ] = dose if it differs, or a comment.

SMILES | Cneo AK release | miR122 inh | FN deposition inh | EWS-Fli inh | LGR2 inh | PGC1a acetyl inh | PAX8 reporter | Casp6 inh
Cc1[nH]c2ccccc2c1/C=N\NC(=O)CNc1ccc2c(c1)OCO2 | 0 | 0 | 7 | 1 | 1 | 18 | -29 | 2
Cc1ccc(N2C(=O)CC3(CC4C=CC3C4)C2=O)cc1 (configuration not stated) | -1 | -5 | / | / | -13 | 5 | / | /
COc1ccc(N2C(=O)c3ccccc3NC2c2cccnc2)cc1 (configuration not stated) | / | / | -5 | -30 | -11 | / | -38 | /
O=C(C[C@@H]1C[C@@H]2c3cc(NS(=O)(=O)c4ccc(F)cc4)ccc3O[C@@H]2[C@H](CO)O1)NCCN1CCCCC1 | 5 | 0[16.7 µM] | -12 | -6 | -1 | 4 | -6 | 4
COc1ccc(CNC(=O)C2Cc3ccccc3CN2C(=O)c2ccco2)cc1 (configuration not stated) | 2 | 4 | 1 | 12 | 7 | 5 | -13 | 2
CCOc1ccc(C(=O)Nc2cccc(NC(=O)c3cccs3)c2)cc1[N+](=O)[O-] | 0 | -4 | 1 | -5 | 0 | 1 | -3 | -2
Cc1cc(C)n(/N=C/c2c[nH]c3ccccc23)c(=O)c1 | 2 | 0 | 0 | / | / | -1 | 14 | /
COCCN(C(=O)CNC(=O)c1ccco1)C(C(=O)NC1CCCC1)c1ccccc1F (configuration not stated) | -1 | -2 | 2 | 3 | -11 | / | -7 | 6
Cn1cc(S(=O)(=O)Nc2ccc(OC(F)(F)F)cc2)c(=O)n(C)c1=O | 0 | 7 | 5 | 11 | -6 | -4 | 2 | -4
C[C@@H]1CN([C@H](C)CO)S(=O)(=O)c2ccc(-c3ccc(C(=O)N(C)C)cc3)cc2O[C@H]1CN(C)C(=O)C1CCCCC1 | 0 | 33[16.7 µM] | / | 11 | -5 | -4 | / | 0
CO[C@H]1CN(C)C(=O)c2cc(NC(=O)c3cnccn3)ccc2OC[C@@H](C)N(C(=O)C2CC2)C[C@H]1C | 0 | / | 2 | 3 | 9 | -5 | -7 | 1
Cc1noc(C)c1NC(=O)N(C)C[C@H]1Oc2ccc(NC(=O)CCC(F)(F)F)cc2C(=O)N([C@H](C)CO)C[C@H]1C | -2 | 0[16.7 µM] | / | / | 31 | 2 | -19 | -2
N#C[C@H]1[C@H](c2ccccc2-c2ccccc2F)[C@H](CO)N1C(=O)Cc1ccccc1 | / | / | 5 | 11 | -5 | -13 | / | -1
CCCc1cc(C(=O)N2CCN(c3ccccc3C)CC2)cs1 | -1 | -14 | 0 | / | / | 5 | / | /
COc1cc2ncnc(NCc3ccccc3C)c2cc1OC | 1 | 5 | / | / | 14 | 22 | / | /
O=C(C[C@H]1C=C[C@@H](NC(=O)c2ccccc2)[C@@H](CO)O1)NCc1ccc(Oc2ccccc2)cc1 | / | / | 0 | 0 | 4 | -7 | / | 0
Cc1ccc(-c2cc(=O)c3cc(F)ccc3[nH]2)cc1 | -1 | 1 | 4 | -55 | -54 | -2 | -29 | 0
Cc1cccc(-c2ccc([C@H]3[C@@H](CO)N4CCCCN(Cc5cncnc5)C[C@H]34)cc2)c1 | 3 | 1[16.7 µM] | / | -2 | 10 | -9 | -32 | 0
Cc1nnc2ccc(-c3ccc(NS(=O)(=O)c4ccc(Cl)s4)cc3)nn12 | 1 | 3 | -2 | 24 | -36 | 4 | -7 | 4
CCn1ncc(C(=O)Nc2cccc(Cl)c2)c1C | -2 | 4 | 1 | -100 | / | -6 | ? | 0
Cc1sc2c(c1C)c(=O)n(-c1ccccc1)c1nncn21 | / | -2 | 0 | / | / | 4 | 5 | 0
CCOC(=O)c1sc(NC(=O)c2cccs2)nc1C | -1 | -6 | / | -25 | -55 | -3 | / | 1
COC(=O)/C=C1/SC(=NC(=O)c2cccc([N+](=O)[O-])c2)NC1=O | 0 | -13 | -12 | 4 | -12 | 19 | -5 | 0
CN(C)CC#Cc1ccc([C@H]2[C@H](CO)N3C(=O)CN(C(=O)c4cccc(F)c4)C[C@@H]23)cc1 | / | / | / | 8 | -18 | 0 | -10 | -17
COc1cccc(NC(=O)N2[C@@H](CO)[C@@H](c3ccccc3)[C@@H]2CNCC(C)C)c1 | -1 | 17[16.7 µM] | -11 | 16 | -8 | -7 | 4 | 3

Profiles from above. Screens in order: Cneo AK release | miR122 inh | FN deposition inh | EWS-Fli inh | LGR2 inh | PGC1a acetyl inh | PAX8 reporter | Casp6 inh
Record of N#C[C@H]1[C@H](c2ccccc2-c2ccccc2F)[C@H](CO)N1C(=O)Cc1ccccc1 : / | / | 5 | 11 | -5 | -13 | / | -1
Record of CCCc1cc(C(=O)N2CCN(c3ccccc3C)CC2)cs1 : -1 | -14 | 0 | / | / | 5 | / | /

Other entries:
SMILES | Cneo AK release | miR122 inh | FN deposition inh | EWS-Fli inh | LGR2 inh | PGC1a acetyl inh | PAX8 reporter | Casp6 inh
COc1ccccc1[N+](=O)[O-] | 1 | -7 | / | -6 | 2 | -23 | / | 4
CC(C)=CCC[C@](C)(OC1OC(COC2OCC(O)C(O)C2O)C(O)C(O)C1O)C1CC[C@]2(C)C1C(O)CC1[C@@]3(C)CCC(O[C@@H]4O[C@H](CO)C(O)C(O)C4O[C@@H]4OC(CO)C(O)C(O)C4O)C(C)(C)C3CC[C@]12C (some centres not stated) | 3 | 1 | -3 | 2 | -2 | / | 1 | 0
C/C(=N\NC(=O)C(=O)Nc1cccc(Cl)c1C)c1ccncc1 | 3 | -4 | / | / | 9 | 10 | -16 | /
CC(=O)N1CCN(S(=O)(=O)c2cccc(C(=O)OCN3C(=O)c4ccccc4C3=O)c2)CC1 | 0 | -3 | -1 | 9 | 5 | / | 7 | 4
CCC(=O)Nc1ccc2c(c1)C(=O)N(C)C[C@H](OC)[C@H](C)CN[C@@H](C)CO2 | -4 | 0[16.7 µM] | -10 | -12 | 19 | 6 | / | -4
Cc1cc2c(c(SCC(=O)Nc3ccc(C)c(C)c3)n1)C(=O)OC2 | 2 | -3 | 2 | -2 | -2 | 4 | -20 | 5
COc1ccc(S(=O)(=O)NCc2cc(=O)n(C)c(=O)n2C)cc1F | 0 | -4 | 7 | / | -5 | 7 | -8 | -3
CC(=O)Nc1cccc(-c2nnc(SCC(=O)n3c4c(c5ccccc53)CCCC4)n2C)c1 | -2 | -1 | -4 | / | / | 2 | / | /
CCc1ccc2c(c1)C(c1ccc([N+](=O)[O-])cc1)=NNC(c1ccc(Br)cc1)=N2 | / | / | -4 | 8 | -1 | / | 11 | 24
CN1[C@@H]2c3ccc(C4=CCCCC4)c(=O)n3C[C@@H]2[C@@H](CO)[C@@H]1C(=O)NCc1ccccc1 | -2 | -5[16.7 µM] | / | -1 | 2 | -5 | 3 | -3
CO[C@@H]1CC[C@H]2CCN(C)C(=O)[C@H](C)CN(C)C(=O)c3cccc(C#N)c3OC[C@@H]1O2 | 3 | / | 8 | 7 | -7 | / | -5 | 0
NS(=O)(=O)c1cccc(NC(=O)CNC(=O)CC23CC4CC(CC(C4)C2)C3)c1 | 1 | -4 | -4 | -9 | 6 | -5 | 32 | 1
Cc1cccnc1NC(=O)c1sc2ccccc2c1Cl | -20 | -3 | 5 | -74 | -76 | 2 | -184 | 0
Cc1cccc(C)c1NC(=O)N1CC(C)OC(C)C1 (configuration not stated) | 0 | / | -5 | -6 | 4 | 2 | -21 | -3
CC(=O)N(C)c1ccc(N=Nc2c(C)[nH]n(-c3ccccc3)c2=O)cc1 | -4 | -1 | -3 | -2 | 9 | 3 | 20 | 1
CCOc1ccc(NC(=O)CSc2nncn2C)cc1 | -2 | -6 | 4 | -3 | -5 | -3 | -16 | -1
C[C@H]1CN([C@@H](C)CO)S(=O)(=O)c2ccc(C#Cc3cccnc3)cc2O[C@@H]1CN(C)C(=O)Nc1ccc2c(c1)OCO2 | -1&-4&-1 | 32 | -1 | 4&2&6 | 16&19 | -1&-20&-14 | -12&-20&5 | 5&-5&-3
CCCC(=O)Nc1ccc2c(c1)C(=O)N(C)C[C@@H](OC)[C@@H](C)CN(CC1CCOCC1)[C@H](C)CO2 | / | 7[16.7 µM] | -3 | -1 | 5 | -4 | / | /
O=C(Nc1ccc2c(c1)OCCO2)c1oc2ccccc2c1NC(=O)C1CC1 | / | / | / | -74 | -4 | / | -19 | 0
COC(=O)C1=C(C)N(Cc2cccc(C(F)(F)F)c2)C(=NCc2ccc3c(c2)OCO3)NC1c1ccccc1C(F)(F)F (configuration not stated) | / | / | -2 | 20 | 12 | / | 19 | -2
CCOc1ccc(/C=N/n2cc(-c3ccccc3)[nH]c2=S)cc1 | 43 | 3 | -2 | 17 | -43 | -16 | -5 | 0
COc1ccc(NC(=O)Nc2ccc3c(c2)C(=O)N([C@@H](C)CO)C[C@@H](C)[C@@H](CN(C)CC2CCCCC2)OCCCC[C@H](C)O3)cc1 | 1 | 1[16.7 µM] | / | 7 | 11 | 13 | -18 | -1
COc1ccc(C(=O)N/C(=C\c2cn(S(=O)(=O)N(C)C)c3ccccc23)C(=O)NCCCn2ccnc2)cc1 | 5 | 39 | -2 | -1 | 4 | -3 | 1 | -106
C[C@@H]1CN([C@H](C)CO)C(=O)c2cc(NC(=O)Nc3ccc(C(F)(F)F)cc3)ccc2O[C@@H](C)CCCCO[C@@H]1CN(C)Cc1ccc(C(=O)O)cc1 | -1 | 4[16.7 µM] | / | -1 | 9 | 1 | -31 | 0
CC(=O)N[C@H]1CC[C@@H](CCNC(=O)C2CCC2)O[C@@H]1CO | 0 | / | -7 | -3 | 1 | -5 | -4 | 5
More records:
SMILES | Cneo AK release | miR122 inh | FN deposition inh | EWS-Fli inh | LGR2 inh | PGC1a acetyl inh | PAX8 reporter | Casp6 inh
COC(=O)c1ccc(C(=O)OC)c(NC(=O)C(C)(C)C)c1 | / | / | -3 | -2 | / | -3 | -1 | -2
CN(C)CCCNC(=O)C[C@H]1C=C[C@@H](NS(=O)(=O)c2ccc(F)cc2)[C@@H](CO)O1 | 5 | / | / | 0 | 12 | -23 | -13 | 1
O=C(COC(=O)c1ccccc1O)Nc1cc(S(=O)(=O)N2CCCCCC2)ccc1Cl | 1 | 9 | 4 | 2 | / | 5 | -3 | -2
CCOc1ccc(N(CC(=O)N2CCN(c3ccc(F)cc3)CC2)S(=O)(=O)c2c(C)noc2C)cc1 | 0 | 1 | -5 | 3 | 13 | -9 | 0 | 2
CN(C)CCNC(=O)c1ccc(COCC(F)(F)F)cc1 | 1 | -2 | / | 6 | 15 | / | / | /
C[C@@H]1CN([C@@H](C)CO)C(=O)c2cc(NS(C)(=O)=O)ccc2O[C@@H]1CN(C)C(=O)Nc1cccc2ccccc12 | 1 | -5[16.7 µM] | / | / | -1 | -2 | -4 | -2
CC(=O)c1cc(Cl)ccc1OCC(=O)Nc1cccc(S(=O)(=O)N2CCCC2)c1 | / | / | / | -8 | -27 | 4 | 5 | -4
CC(C)COC(=O)Cn1cnc2ccc(Br)cc2c1=O | 0 | -2 | / | / | -47 | 5 | / | 1
COC(=O)NNC(=O)COc1ccccc1C | -1 | -2 | 1 | / | -12 | 28 | 5 | /
C[C@H]1CN([C@@H](C)CO)S(=O)(=O)c2ccc(-c3ccccc3)cc2O[C@H]1CN(C)C(=O)C1CCC1 | 0 | -2 | 8 | 7&-19 | -14 | -15&-13 | 5 | 2

Bioassay records: PubChem, Broad Institute
